Source: PubChem BioAssay
PfHsp40 rescue – rescue of yeast from PfHsp40 toxicity, primary screen, S. cerevisiae, ATP luminescence | S. cerevisiae expressing PfHsp40, growth rescue | growth rescue, % at 12.5 µM | hit rate 0.68% among 340,000 | AID 504582, 2011; in the data active means growth rescue above about 28%, passing the limit was not always enough; inconclusive means no clear call, values can overlap the other calls;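 further: yeast W303a lacking pdr1 and pdr3 grown in galactose medium; growth measured after three days at 30 °C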
Rv3671c inh – Rv3671c serine protease inhibitors, primary screen, biochemical, fluorescence polarization, M. tuberculosis H37Rv | P9WHR9 | inhibition, % at 5.96 µM | hit rate 0.048% among 320,000 | AID 2606, 2010; in the data active means inhibition above about 38%;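 further: extracellular domain of Rv3671c used as enzyme; 0% = enzyme with DMSO and 100% = no enzyme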
Target sequence (P9WHR9 whole entry, looked up, the tested form may be a part): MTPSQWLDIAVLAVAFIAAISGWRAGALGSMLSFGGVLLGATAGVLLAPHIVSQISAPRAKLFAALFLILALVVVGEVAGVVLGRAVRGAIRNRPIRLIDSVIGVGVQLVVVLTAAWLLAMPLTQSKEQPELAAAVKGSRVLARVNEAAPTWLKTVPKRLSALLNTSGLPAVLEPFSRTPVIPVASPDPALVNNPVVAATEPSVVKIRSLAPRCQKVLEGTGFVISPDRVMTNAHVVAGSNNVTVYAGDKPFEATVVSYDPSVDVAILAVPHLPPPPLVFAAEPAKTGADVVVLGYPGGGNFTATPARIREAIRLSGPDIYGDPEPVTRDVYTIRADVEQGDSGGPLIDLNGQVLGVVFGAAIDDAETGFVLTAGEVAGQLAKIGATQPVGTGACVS
Y pestis TopoI – Yersinia pestis topoisomerase I inhibitors, primary screen, biochemical, cleavage product accumulation, plate reader, single point; activity, % at 10 µM; Y. pestis Topo-I cleavage product accumulation; hit rate 0.064% among 360,000; DNA topoisomerase I (Yersinia pestis CO92); in the data active means activity above about 50%, passing the limit was not always enough; inconclusive means no clear call, values can overlap the other calls; further: inactives centre near 2
PriA SSB inh – inhibitors of Klebsiella pneumoniae PriA binding to SSB C-terminal tail, primary screen, biochemical, AlphaScreen. PriA–SSB C-terminal tail interaction (Klebsiella pneumoniae). AlphaScreen SSBct-PriA binding, biotinylated peptide. inhibition, % at 33 µM. hit rate 0.6% among 430,000. AID 1272365, 2023; in the data active means inhibition mostly above about 37%, no sharp cut-off; inactive means mostly below about 20%;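 further: plate controls were negative control peptide for no effect and reference peptide for full effect; strong numbers were not always called active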
MazF activator – activators of E. coli MazEF toxin-antitoxin RNase, primary screen, biochemical, fluorescence, uHTS; Endoribonuclease toxin MazF (Escherichia coli (strain K12)), P0AE70; FAM/BHQ RNA-DNA oligo cleavage fluorescence, 5 h; activation, % at 20 µM; hit rate 0.32% among 350,000; in the data active means activation above about 50%
Target sequence (P0AE70 whole entry, looked up): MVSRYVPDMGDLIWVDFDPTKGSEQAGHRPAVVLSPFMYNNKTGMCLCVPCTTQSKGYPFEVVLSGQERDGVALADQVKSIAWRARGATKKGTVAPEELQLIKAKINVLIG
TcdB inh – TcdB glycohydrolase inhibitors, primary screen, biochemical, single point, plate reader. TcdB glycohydrolase enzymatic assay. inhibition, % at 9.99 µM. hit rate 0.24% among 350,000; in the data active means inhibition above about 10%
3CLpro inhibitor – SARS-CoV 3CLpro protease inhibitors, primary screen, biochemical, quenched FRET; Replicase polyprotein 1ab (Severe acute respiratory syndrome coronavirus), P0C6X7; inhibition, % at 6 µM; AID 1706, 2009; hit rate 0.14% among 290,000; recombinant SARS-CoV 3CLpro, quenched FRET peptide cleavage; in the data active means inhibition above about 12%
Anthrax LF prot – Bacillus anthracis LF protease inhibitors, primary screen, biochemical, multiplex microsphere, MLPCN library; hit rate 0.12% among 360,000; inhibition, % at 10 µM; AID 588501, 2011; multiplex microsphere protease cleavage assay; in the data active means inhibition above about 30%; inconclusive means no clear call, values can overlap the other calls; further: plate controls were buffer without enzyme for full effect and enzyme alone for no effect
Vc quorum ag – inducers of Vibrio cholerae quorum light production without autoinducers, primary screen, BH1578 luxS cqsA deficient, single point; V. cholerae BH1578 lux reporter, luminescence, 6 h; activation, % at 18.7 µM; hit rate 0.16% among 350,000; in the data active means activation mostly above about 9.7%, no sharp cut-off; inconclusive means no clear call, values can overlap the other calls; inactive means mostly below about 3.7%; further: not every result past the cut was called active; inactives centre near 0; reference of the scale not given here
DUSP3 inh – VHR1 phosphatase inhibitors, primary screen, biochemical, absorbance, uHTS | hit rate 0.52% among 290,000 | inhibition, % at 13.3 µM | Dual specificity protein phosphatase 3 (Homo sapiens), P51452 | recombinant VHR phosphatase, pNPP absorbance; in the data active means inhibition above about 50%; further: some compounds called inactive have numbers as strong as hits
Target sequence (P51452 whole entry, looked up): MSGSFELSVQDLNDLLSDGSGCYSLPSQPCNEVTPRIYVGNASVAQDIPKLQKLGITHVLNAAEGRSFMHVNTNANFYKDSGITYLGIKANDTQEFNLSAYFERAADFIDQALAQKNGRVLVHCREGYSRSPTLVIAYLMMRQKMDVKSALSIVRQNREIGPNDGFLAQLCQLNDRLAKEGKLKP
* = called active by the depositor; i = inactive; ? = inconclusive; . = not tested or not shown; & = joins results of further samples. Not all compounds are listed; rates above refer to the full screens.

compound,PfHsp40 rescue,Rv3671c inh,Y pestis TopoI,PriA SSB inh,MazF activator,TcdB inh,3CLpro inhibitor,Anthrax LF prot,Vc quorum ag,DUSP3 inh
Cc1nc(CCl)cc(=O)[nH]1,0.8,-1.7,0.3,-2.0,3.2,0.4,-3.8,-7.6,0.3,10.6
O=C(CCNC(=O)c1ccc([N+](=O)[O-])cc1)Nc1cccc(S(=O)(=O)N2CCCCC2)c1,0.9,3.4,4.6,13.8,3.8,2.1,2.1,-4.1,-0.1,12.7
CC(Oc1cccc2cccnc12)C(=O)N/N=C/c1ccccc1 (stereo unspecified),-0.2,-6.3,-1.2,.,-1.8,2.6,4.5,4.7,-0.2,11.6
O=C(O)CNS(=O)(=O)Cc1ccccc1,0.1,-14.8,-8.0,2.0,5.9,0.8,0.8,8.0,i,12.0
O=C(O)CC(c1ccc(Cl)cc1)N1Cc2ccccc2C1=O (stereo unspecified),-0.4,-11.5,1.4,1.1,2.2,0.5,-4.2,-1.1,i,2.1
CC(C)CC(c1nnnn1C1CCCC1)N1CCN(C(=O)c2ccco2)CC1 (stereo unspecified),-0.6,7.2,-2.8,-14.0,6.1,.,2.7,0.9,2.6,8.2
COc1ccc(Oc2nc(C)nc3c2oc2ccccc23)cc1,-1.6,0.5,11.4,-7.4,6.2,.,-0.6,-9.8,-0.6,4.3
CCN(CC)c1cc(C)c(C#N)c2nc3ccccc3n12,-1.0,1.2,7.2,-9.5,11.3,0.1,-0.2,-11.4,0.2,44.0
CCc1nc(SCC(=O)NCc2ccco2)c2c3c(sc2n1)CCCC3,0.7,1.4,4.7,-0.2,-22.9,.,7.0,-0.1,.,-11.5
CN(C)S(=O)(=O)N1CCc2ccc(NC(=O)c3ccc(C(F)(F)F)cc3)cc2C1,3.4,-3.8,13.2,-25.3,12.1,1.7,2.4,-11.8,i,1.7
CCS(=O)(=O)CCn1c([N+](=O)[O-])cnc1C,0.0,1.7,0.0,-2.5,0.2,2.4,-2.0,-1.1,i,-26.1
COc1ccc(C(=O)N/C(=C\c2ccc(-c3cccc([N+](=O)[O-])c3)o2)C(=O)NCCCN2CCOCC2)cc1,.,.,-6.9,.,15.9,1.2,.,-7.7,-0.3,.
Cc1cc(C)n(-c2ccc(C(=O)OCC(=O)Nc3ccccc3F)cc2)n1,3.2,4.8,4.9,1.9,-13.4,0.7,.,-1.0,0.4,.
O=C(COc1ccc2ccc(=O)oc2c1)N1CCN(c2ccccc2)CC1,-0.2,10.4,9.5,-0.6,-4.3,0.0,2.0,-2.6,i,12.9
Cc1noc(C)c1CSc1ccc(Br)cc1,-0.1,-5.5,3.1,-29.8,-7.4,1.1,6.1,-3.9,i,17.4
COc1ccc(N=Nc2cc(C)c(O)c(CN3CCCCC3)c2)cc1,0.9,2.8,-5.4,53.5*,-3.6,0.8,-3.9,.,i,-6.8
CCOC(=O)CNC(=O)c1cccnc1,-1.0,2.2,-0.7,2.9,-1.4,.,3.2,1.0,i,7.1
O=C(CSCC(=O)N1CCCCC1)Nc1nc(-c2ccc(Cl)s2)cs1,?,-7.4,28.6,-2.5,2.9,0.5,-0.7,-4.6,-0.1,33.5
Cc1cc(OCC(=O)NN2C(=O)c3ccccc3C2=O)ccc1Cl,-0.3,-1.0,6.1,-13.6,-11.7,0.0,-3.1,-15.5,-0.3,15.4
C/C(=N\O)C(=O)OC1CC(C)CCC1C(C)C (stereo unspecified),-1.0,-5.2,18.3,.,5.8,.,1.9,0.4,6.6,15.3
CS(=O)(=O)Nc1cccc(C2=NN(C(=O)c3cccc([N+](=O)[O-])c3)C(c3cccs3)C2)c1 (stereo unspecified),0.9,0.7,-0.1,-15.5,5.0,1.2,7.6,1.0,-1.2,10.4
Cc1ccc(OCc2cc(C(=O)NC3CCc4ccccc43)no2)cn1 (stereo unspecified),1.3,.,3.6,-6.1,2.3,0.3,-1.4,-2.8,i,3.6
CN1C(=O)CSc2ccc(NC(=O)N3CCC(N4CCCCC4)CC3)cc21,-0.3,4.3,4.4,-4.2,4.8,0.9,-3.3,-12.4,-0.4,37.4
O=C(N/N=C/c1cccnc1)c1ccc2c(c1)OCCO2,-0.3,1.5,-1.9,.,2.5,1.3,1.6,-0.7,-4.6,5.0
O=C(O)CCC(=O)Nc1ccc(OCC2CCCO2)cc1 (stereo unspecified),0.8,2.9,8.3,-12.4,4.5,0.4,-2.1,5.7,i,-14.5
Cn1cccc1C(=O)OCC(=O)N1c2ccccc2NC(=O)C1(C)C,-0.3,3.7,1.7,-2.9,8.0,1.3,-3.2,-0.8,-0.9,13.1
Cc1csc(NC(=O)c2ccccc2[N+](=O)[O-])n1,0.6,10.2,-0.4,-3.7,1.4,.,7.6,-2.2,-0.2,-31.0
Cc1cc(NC(=S)NC(=O)/C=C/c2ccc(S(=O)(=O)N3CCOCC3)cc2)ccc1Br,-0.3,-5.1,-5.1,-9.2,-7.0,0.8,2.7,-0.3,-0.1,5.2
CCC1=NN(C(=O)Cc2ccccc2)C(O)(c2ccncc2)C1 (stereo unspecified),-1.1,-4.8,-7.2,6.5,2.8,0.0,4.5,0.3,0.2,-18.1
CC(C)(C)OC(=O)N1CCC(c2cc(-c3cccs3)n[nH]2)CC1,5.6,-1.5,13.0,-4.0,0.0,1.6,1.1,-3.0,i,26.3
Cn1nc(C(=O)N2CCN(c3ccccc3F)CC2)c2c1-c1ccccc1S(=O)(=O)C2,-0.2,-0.4,22.1,-3.5,5.2,0.3,1.6,-2.2,1.6,21.1
CCCCN(C(=O)c1ccc2c(c1)S(=O)(=O)N=C1CCCCCN12)c1c(N)n(CCCC)c(=O)[nH]c1=O,-0.1,4.1,3.3,1.2,10.7,4.6,.,-2.2,-2.6,.
O=C(NC(=S)NC1CCCCC1)c1ccccc1[N+](=O)[O-],4.9,-3.2,1.2,-6.3,-4.0,-0.3,6.9,-3.1,0.7,0.3
N#CC1=C(N2CCCCC2)c2cc3c(n2C1=O)CCCC3,1.5,-6.4,8.3,-8.3,2.7,.,-1.5,-6.2,3.5,22.6
CCOC(=O)c1oc2ccc(S(=O)(=O)n3nc(-c4ccccc4)cc3N)cc2c1C,-1.1,-38.1,22.9,-12.8,-12.6,1.1,-1.1,-1.6,-0.2,37.7
CCOc1cc(N2CCOCC2)c(OCC)cc1NC(=O)c1ccc2ccccc2n1,-0.5,0.4,10.8,21.1,9.4,0.1,-2.9,-3.4,-0.3,29.7
CC(C)C(NC(=O)c1ccccc1)C(=O)OCC(=O)N1CCCC1 (stereo unspecified),0.4,5.8,-2.7,1.5,6.6,-0.4,.,-4.0,i,.
CN1CCN(NC(=S)NC2CCCC2)CC1,1.0,2.2,6.8,-0.2,-6.3,-0.5,0.5,-1.3,-3.3,5.6
Cc1ccc(CCNC(=O)CN(c2ccc(C)cc2)S(=O)(=O)c2c(C)noc2C)cc1,1.3,5.1,15.0,-7.1,9.9,0.9,1.9,-3.9,0.6,1.3
O=C(c1ccc(C(F)(F)F)cc1)N1CCN(S(=O)(=O)c2ccc3c(c2)OCCCO3)CC1,0.4,2.2,21.6,0.9,-4.7,-0.7,5.8,2.7,-0.4,5.4
COc1ccc(S(=O)(=O)N2CCC(C(=O)Oc3c(OC)cccc3OC)CC2)cc1OC,-1.4,-5.7,-2.2,-8.9,9.2,1.1,5.3,1.2,-6.4,12.6
O=C(COC(=O)c1c2c(nc3ccccc13)/C(=C\c1cccs1)CCC2)Nc1ccccc1,-0.9,-175.7,-13.7,-2.0,-25.9,-0.3,-1.3,-0.6,-0.2,4.4
C=CCC1c2cccc(C(=O)O)c2C(=O)N1c1ccc(Cl)cc1 (stereo unspecified),133.1*,0.3,3.9,2.3,1.8,.,2.4,-1.1,i,2.0
O=S(=O)(c1cccc(Cl)c1)N1CN(CC2CCCO2)c2nc3ccccc3nc21 (stereo unspecified),2.5,2.1,9.1,-4.0&-1.8,-4.5,0.8,4.6,-1.7,-0.3,1.8
NC(=O)N/N=C/c1sc(=O)n(-c2ccccc2)c1Cl,4.6,-4.5,7.2,i,-10.2,2.3,-5.9,-5.3,-0.4,4.4

Some of these compounds in order of length of the SMILES, rising.
compound,PfHsp40 rescue,Rv3671c inh,Y pestis TopoI,PriA SSB inh,MazF activator,TcdB inh,3CLpro inhibitor,Anthrax LF prot,Vc quorum ag,DUSP3 inh
CCOc1cc(N2CCOCC2)c(OCC)cc1NC(=O)c1ccc2ccccc2n1,-0.5,0.4,10.8,21.1,9.4,0.1,-2.9,-3.4,-0.3,29.7
O=C(COC(=O)c1c2c(nc3ccccc13)/C(=C\c1cccs1)CCC2)Nc1ccccc1,-0.9,-175.7,-13.7,-2.0,-25.9,-0.3,-1.3,-0.6,-0.2,4.4
O=C(c1ccc(C(F)(F)F)cc1)N1CCN(S(=O)(=O)c2ccc3c(c2)OCCCO3)CC1,0.4,2.2,21.6,0.9,-4.7,-0.7,5.8,2.7,-0.4,5.4

Next records follow:
compound,PfHsp40 rescue,Rv3671c inh,Y pestis TopoI,PriA SSB inh,MazF activator,TcdB inh,3CLpro inhibitor,Anthrax LF prot,Vc quorum ag,DUSP3 inh
O=C(COC(=O)CC1CC2CCC1C2)Nc1ccc(F)cc1 (stereo unspecified),9.8,-13.1,-1.4,-15.1,9.3,0.6,5.4,1.0,-0.3,16.7
CC(C)c1nc(SCC(=O)Nc2ccc([N+](=O)[O-])cc2Br)n[nH]1,-0.5,1.0,0.6,-4.8,2.8,1.9,6.7,-4.9,i,9.1
CC(=O)c1ccc(NC(=O)C(C)Sc2nnnn2C)cc1 (stereo unspecified),-0.7,-1.4,3.1,-30.6,-12.5,-0.6,-5.8,0.2,-0.2,1.5
CC(C)OCCCNC(=O)C1CCN(S(=O)(=O)N2CCCCC2)CC1,-0.5,6.1,2.4,-4.7,0.8,.,-0.8,1.9,i,26.1
COc1ccc(CCN(C)C(=O)C2CCN(C(=O)Nc3ccccc3)CC2)cc1OC,-0.6,-2.4,-1.0,-4.0,7.3,1.0,.,-6.6,-2.9,.
COc1ccc(-n2c(Cc3cccn3C)nnc2SCC(=O)Nc2ccccc2)cc1,1.2,-10.3,15.3,7.9,11.2,-0.3,0.5,-4.7,-0.6,2.4
CC(C)c1ccc(OCC(=O)Nc2c3c(nn2C(C)(C)C)CS(=O)(=O)C3)cc1,-1.7,-2.7,19.3,-20.2,-9.0,1.9,.,3.1,-0.3,.
CC[C@H](C)/C=C(C)/C=C/c1cc2c(cn1)C(=O)[C@@](C)(OC(C)=O)C(O)=C2Cl,.,.,13.3,.,.,0.5,.,-3.2,-0.3,.
O=[N+]([O-])c1ccc(OCC2CC(c3ccccc3)=NO2)cc1 (stereo unspecified),0.8,-5.1,-0.6,-9.4,1.3,0.1,-2.0,-2.1,-0.6,-7.2
COc1ccccc1CNS(=O)(=O)c1c(C(=O)N2CCCCCC2)c(C)n(C)c1C,-1.1,1.7,2.2,-6.3,0.9,1.4,-3.0,0.8,1.0,-12.2
CCCC(=O)Nc1sc2c(c1C(=O)OC)C(C(=O)OC)CC2 (stereo unspecified),-0.9,5.6,-5.9,3.3,1.0,.,-2.5,-1.4,.,8.8
